# NSD2 HMT inh: inhibitors of human histone methyltransferase NSD2 | O96028 | NSD2 peptide methylation, AlphaScreen, 120 min | inhibition, % at 12.5 µM | 310,000 tested, 0.54% active | AID 743445; in the data active means inhibition above about 50%
# dFosB activator: enhances mouse delta FosB homodimer DNA binding; activation, % at 25 µM; purified delta FosB, TAMRA-CDK5 oligo fluorescence polarization; percent of positive-control signal above neutral wells; 340,000 tested, 0.99% active; P13346;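 active means mean activation above about 17%, with every replicate also reaching it, limit read from the data, passing the limit was not always enough; inconclusive means only one of the two conditions met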;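 further: fluorescence polarization rise as delta FosB binds a TAMRA Cdk5 AP-1 oligo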
# CDK5 p35 inh: CDK5/p35 (human) kinase inhibition. Q00535+Q15078. Recombinant CDK5/p35, ADP-Glo luminescence, 60 min. inhibition, % at 10 µM. 330,000 tested, 0.01% active. AID 488839;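 active means highest replicate inhibition of at least 50% and at least 75% of replicates reaching 50%; inconclusive means only one of the two criteria met; inactive means both criteria failed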;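 further: plate controls were DMSO neutral control for no effect and GW8510 at 10 µM for full effect; many of its hits are not listed in these tables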
# SR-BI DiI inh: inhibitors of mouse SR-BI mediated HDL lipid uptake; inhibition, % at 12.5 µM; ldlA[mSR-BI] CHO cells, DiI-HDL uptake fluorescence, 3 h; Q61009; 320,000 tested, 0.96% active;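 active means mean replicate inhibition of at least 70% and a set share of replicates each scoring 70 or more; inconclusive means meets just one of the two criteria; inactive means fails both criteria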;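 further: 0% = median of neutral control wells and 100% = median of positive control wells; values of inactives mirror those of a sister screen read the other way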
# Target sequence (Q61009 whole entry, looked up): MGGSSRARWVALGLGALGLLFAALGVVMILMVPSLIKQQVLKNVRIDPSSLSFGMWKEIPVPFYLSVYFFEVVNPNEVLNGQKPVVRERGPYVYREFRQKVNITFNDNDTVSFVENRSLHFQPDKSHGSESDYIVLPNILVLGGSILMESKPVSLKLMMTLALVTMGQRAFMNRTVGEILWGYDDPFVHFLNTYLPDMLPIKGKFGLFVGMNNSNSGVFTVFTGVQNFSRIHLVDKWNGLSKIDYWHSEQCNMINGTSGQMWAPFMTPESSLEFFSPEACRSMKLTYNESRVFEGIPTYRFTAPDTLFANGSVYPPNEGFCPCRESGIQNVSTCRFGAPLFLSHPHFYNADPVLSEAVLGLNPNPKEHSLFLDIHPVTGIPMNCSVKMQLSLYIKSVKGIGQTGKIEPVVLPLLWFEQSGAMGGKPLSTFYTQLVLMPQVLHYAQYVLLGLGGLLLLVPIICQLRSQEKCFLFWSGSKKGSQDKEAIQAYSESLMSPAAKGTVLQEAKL
# Arr AP2 block: blocks beta-arrestin peptide binding to AP2 adaptin; 340,000 tested, 0.31% active; FITC-arrestin peptide / GST-AP2 beads, flow cytometry; AP2 beta2 appendage carries R879A mutation; AID 504490; inhibition, % at 10 µM;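 active means inhibition above a set limit, near 3 SD of compounds lacking own fluorescence, cut at about 54% in these data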;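 further: plate controls were DMSO wells for no effect and 5 µM unlabelled arrestin peptide for full effect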
#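 System: GST-tagged AP2 beta2-adaptin appendage (R879A) on 4 µm glutathione beads / Reagent: FITC-arrestin peptide, 50 nM / Detection: HyperCyt-sampled flow cytometry, FL1 channel, ex 488/em 535 nm / Timing: 12 min plus 1 h, RT / Buffer or medium: PBS plus Tween 20 (0.05%) and BSA (0.1%)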
# PKA-R2B act: PKA-R2B complex activation | PKA-R2B holoenzyme dissociation, Cy5-IP20 fluorescence polarization; R2B truncated from residue 108, S112A mutant; 0% DMSO only, 100% 113 µM cGMP | 340,000 tested, 0.079% active | activation, % at 11.4 µM | AID 504700;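 active means activation above a cutoff set at the mean over all compounds plus 3 SD, cut at about 18% in these data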;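 further: higher means more holoenzyme dissociation and a rise in polarization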
# Target sequence (P31323 whole entry, looked up, other chains not shown, the tested form may be a part): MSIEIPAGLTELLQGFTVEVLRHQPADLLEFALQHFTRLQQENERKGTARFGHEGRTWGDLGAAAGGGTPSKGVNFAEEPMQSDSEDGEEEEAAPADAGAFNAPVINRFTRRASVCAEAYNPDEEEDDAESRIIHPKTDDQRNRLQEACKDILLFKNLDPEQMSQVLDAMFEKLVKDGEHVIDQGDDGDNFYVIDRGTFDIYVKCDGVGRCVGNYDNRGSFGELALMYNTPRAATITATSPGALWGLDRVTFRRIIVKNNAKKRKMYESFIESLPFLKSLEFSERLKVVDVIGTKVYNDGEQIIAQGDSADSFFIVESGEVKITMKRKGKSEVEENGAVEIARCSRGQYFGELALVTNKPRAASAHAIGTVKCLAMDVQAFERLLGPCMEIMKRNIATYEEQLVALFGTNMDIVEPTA
# SR-BI DiI-HDL act: enhances SR-BI lipid uptake from DiI-HDL; CHO ldlA[mSR-BI] cells, DiI-HDL uptake fluorescence, 3 h; 100 = double the neutral-control signal; activation, % at 12.5 µM; 320,000 tested, 0.096% active; AID 504775;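 active means mean replicate activation of at least 60% and every replicate at or above 60%; inconclusive means mean or all-replicate condition met, but not both; inactive means mean below 60% and not all replicates reaching 60%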;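 further: 0% = median plate neutral-control signal and 100% = twice that signal; values of inactives mirror those of a sister screen read the other way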
#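 Assay system: LDL receptor-deficient CHO ldlA cells overexpressing murine SR-BI / Medium: BSA-supplemented, HEPES-buffered Ham's F12, pH 7.4 / Probe or stimulus: DiI-labelled HDL at 10 µg/mL final / Timing: compound with DiI-HDL co-incubation, 3 h at 37 °C / Technique: bottom-read cell fluorescence after medium removal, ex 550/em 595 nm / Measure: HDL uptake via cellular fluorescence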
# Pemphigus Ab inh: blocks pemphigus antibody binding to human desmoglein-3; P32926; DSG3-coupled beads, scFv-anti-DSG3-GFP binding, flow cytometry; active compounds read low; binding (percent of control), % at 10 µM; 310,000 tested, 0.48% active; AID 588358;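 active means binding more than 3 SD below its plate's average and above zero; inconclusive means below that plate limit but binding exactly zero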;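 further: hits lower antibody fragment binding to DSG3; some compounds called inactive have numbers as strong as hits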
# Mot1-301 SUMO: SUMOylation pathway inhibition by Mot1-301 growth rescue; growth rescue, % at 18.8 µM; S. cerevisiae Mot1-301 growth rescue, ATP luminescence, 38.5C; percent above DMSO median, 100 means doubled; 320,000 tested, 1% active;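 active means every valid replicate shows activation above 250% relative to neutral control wells; inactive means the rest, any valid replicate at or below 250%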;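 further: OY570 slx delta 5 strain wells were the positive control but not used for scaling; some compounds called inactive have numbers as strong as hits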
# MITF act: increases MITF-driven TRPM1 promoter luciferase signal; SK-MEL-5 TRPM1-promoter luciferase, 24 h; % of positive control, neutral wells = 0; activation, % at 12.5 µM; 300,000 tested, 0.75% active;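 active means mean activation of at least 80% with every replicate also reaching 80%; inconclusive means mean reaches 80% but some replicate falls short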;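 further: 0% = neutral control wells and 100% = parthenolide positive control wells; values of inactives mirror those of a sister screen read the other way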
# PKA-R1A activ: activators of PKA-R1A complex | P00514+P68181 | 340,000 tested, 0.083% active | PKA-R1A dissociation, Cy5-IP20 fluorescence polarization; scaled: DMSO 0%, 113 µM cGMP 100% | AID 504707 | activation, % at 11.4 µM;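 active means percent activation above the mean of all tested compounds plus 3 SD, cut at about 19% in these data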;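 further: higher means more PKAc released from R1A so a rise in polarization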
# * hit, by the source's call; ? = inconclusive; . = no result given; & = joins results of further samples; ! = a repeat was not active. Compounds were not picked by outcome, and some 4.7% of all compounds hit somewhere here.
SMILES,NSD2 HMT inh,dFosB activator,CDK5 p35 inh,SR-BI DiI inh,Arr AP2 block,PKA-R2B act,SR-BI DiI-HDL act,Pemphigus Ab inh,Mot1-301 SUMO,MITF act,PKA-R1A activ
Cc1ccc(NNC(=O)c2c(F)cccc2Cl)cc1C,-1,4,1.9,-12,-19,-1,12,.,10,.,-5
Cc1cccc(/C(N)=N/OC(=O)CCC2CCCCC2)c1,-3,-7,-0.7,-11,-3,-12,11,102,-7,23,-2
CC(=O)NS(=O)(=O)c1ccc2c(c1)Cc1cc(S(=O)(=O)NC(C)=O)ccc1-2,0,3,-0.7,-20,34,-1,20,119,1,.,-1
Clc1nc2ccccc2nc1-c1ccccc1,-1,-6,6.1,.,11,-1,.,99,21,4,-4
Nc1ccccc1SCC(=O)Nc1nccs1,1,-2,2.8,-25,-3,-10,25,98,-3,-1,11
COc1ccccc1NS(=O)(=O)c1ccc(S(=O)(=O)N2CCOCC2)cc1,-2,1,-0.9,5,16,-6,-5,115,11,-1,-19
O=C(NCc1ccco1)/C(=C\c1cccs1)NC(=O)c1cccs1,10,-6,0.1,-9,-10,-4,9,99,3,-1,-11
COC(=O)c1ccccc1SC(CC(=O)c1ccccc1)c1ccc(F)cc1 (centres undefined),-4,-8,0.8,-2,7,4,2,108,461*,43,-1
Cc1ccc(O)c(C2=NCCNC(C(F)(F)F)=C2)c1,5,-6,-0.1,-2,-2,4,2,105,-4,-12,10
COc1ccc(OCCN2C(=O)NC(C)(c3ccc(C)cc3)C2=O)cc1 (centres undefined),4,4,-0.3,-6,22,2,6,94,-1,-5,-10
C=CCn1c(COc2cccc3ccc(C)nc23)nnc1SCC(=O)OC,1,-2,-2.3,-30,0,7,30,101,-6,-7,-11
Cc1ccc(CNc2ccc(N3CCOCC3)cc2)cc1,12,-2,-0.8,-10,3,3,10,100,-12,11,-6
C#CCOc1nc(Nc2cccc([N+](=O)[O-])c2)nc(OCC#C)n1,33,29*,-1.6,57,33,-4,-57,104,256,27,-3
CC(NC(=O)C(NC(=O)C1CCCN1C(=O)OC(C)(C)C)C(C)C)C(N)=O (centres undefined),-1,1,-1.1,-3,0,-10,3,100,14,-7,5
CCOC(=O)c1ccc(S(=O)(=O)N2CCN(C(=O)c3cc(=O)c4ccccc4o3)CC2)cc1,2,-1,-0.2,0,0,-12,0,96,5,-1,3
COC(=O)c1sccc1NC(=O)c1cc(OC)c(OC)c(OC)c1,1,-20,1.1,2,-9,-8,-2,82,9,14,5
COc1ccc(C(=O)C[n+]2cn(C(F)F)c3ccccc32)c(F)c1,43,-3,-1.0,1,-20,-4,-1,120,31,13,-8
CC(C)C(=O)N1CCN(c2ccc(NC(=S)NC(=O)c3cc4ccccc4o3)cc2)CC1,3,-5,0.1,16,17,-2,-16,.,8,-3,-9
CC(=O)c1ccc(N2CCC(c3cc(-c4ccc(Cl)cc4)n[nH]3)CC2)c([N+](=O)[O-])c1,2,-2,0.8,35,7,7,-35,98,2,.,-6
Cc1ccccc1CC(=O)NC1CCCc2ccccc21 (centres undefined),-4,-1,0.3,11,-5,11,-11,108,-8,.,10
COc1cccc(C(=O)Nc2sc3c(c2C#N)CCN(C(C)=O)C3)c1,2,-10,-2.3,51,-11,7,-51,102,-9,-2,-2
N/C(=N\OC(=O)c1cc(Cl)ccc1Cl)c1ccccn1,-3,-17,-1.7,-4,1,4,4,101,-23,-5,-6
CC/C(O)=C1\C(=O)CCCC1=NCc1nc2ccccc2[nH]1,-1,-13,0.1,-19,-5,-1,19,.,-8,-2,-12
CC(C)(C)OC(=O)N1CCN(c2ccc([N+](=O)[O-])cc2)CC1,3,-3,-2.9,-12,-1,-11,12,99,1,1,13
O=C(O)CSc1nnnn1-c1ccccc1,-2,-4,2.1,-41,7,4,41,98,-2,0,5
COc1ccc(Cl)cc1NC(=O)c1cccc(-n2cnnn2)c1,-1,-2,-0.4,55,-12,-17,-55,99,.,23,3
O=C(Oc1ccc(Br)cc1C(=S)N1CCCCC1)c1cc([N+](=O)[O-])cc([N+](=O)[O-])c1,.,3,0.9,2,-7,-10,-2,108,37,17,-9
CCNC(=S)N1CCC(NC(=O)C2CCCCC2)CC1,-6,1,-3.2,-3,9,-5,3,116,-8,14,-8
O=C(Nc1ccc(F)c(F)c1)c1ccccc1-c1ccccc1,-4,4,-0.3,-8,-4,5,8,103,.,10,12
NC(=O)c1nccc2ccccc12,-1,2,2.4,-8,-12,-2,8,105,.,0,-9
CCCC(=O)NC(c1ccco1)c1cc([N+](=O)[O-])c2cccnc2c1O (centres undefined),7,-19,-1.0,-22,18,-7,22,102,0,5,-4
Cc1ccccc1NC(=S)NCCc1c[nH]c2ccccc12,3,4,-0.5,25,7,11,-25,102,8,-13,-6
O=C1CCCC(O)=C1N=Nc1ccc2ncsc2c1,3,-4,0.3,.,4,-11,.,97,3,-6,-12
CCOc1cc(CN2CCCCCC2)ccc1OC,-3,-5,-0.8,-3,3,-3,3,101,-20,.,4
CCN(CC(=O)Nc1ccccc1OC)C(=O)c1ccc(NC(=O)c2cccs2)cc1,-3,-13,0.7,34,-21,-3,-34,.,47,8,-13
O=C(O)Cc1ccc(O)cc1,0,2,-0.3,-4,-3,-4,4,93,-18,1,-3
c1cnc(N2CCN(Cc3ccc4c(c3)OCO4)CC2)cn1,10,4,-0.5,-16,-9,-8,16,100,-17,0,-6
COc1ccc(CCNC(=O)CCCOc2ccc(C)cc2)cc1OC,-5,-4,-0.1,-5,10,-16,5,103,0,0,13
C[C@H](CO)N1C[C@H](C)[C@@H](CN(C)C(=O)Nc2ccccc2)Oc2ccc(NC(=O)Cn3cnnn3)cc2C1=O,.,3,-2.9,-3,-14,-3,3,96,-7,2,-2
CC(C(O)c1ccc(O)cc1)N1CCC(Cc2ccccc2)CC1 (centres undefined),.,1&1&1,0.8&-0.4&-0.3,-4&-4&-10,16&14&2,4&3&-5,4&4&10,110&100&100,333*!,-1&17&2,-20&-2&4
CN(C(=O)c1ccc2c(c1)S(=O)(=O)N=C1CCCCCN12)c1ccccc1,1,-6,-0.7,-23,0,4,23,106,-21,0,2
CC(NC(=O)OC1CCCCC1)N1C(=O)C2C3C=CC(C3)C2C1=O (centres undefined),1,-7,0.1,-6,0,-1,6,112,5,6,-5
COc1ccc(S(=O)(=O)N2CCCN(Cc3cccc(F)c3)CC2)cc1,.,-1,-0.4,-7,4,-1,7,100,174,-40,-3
CN(C)S(=O)(=O)c1ccc(C(=O)Nc2ccnn2C2CCCCC2)cc1,1,3,0.9,15,-2,2,-15,.,14,-4,10
CCOC(=O)C1CCCN(C(=O)COC(=O)C2=COCCO2)C1 (centres undefined),4,-8,-0.4,.,-2,-3,.,93,23,-10,-3
Cc1cc(C)n(C2CCCCC2OC(=O)CCc2ccccc2)n1 (centres undefined),-1,-3,-0.7,-3,4,1,3,112,-7,6,-2
O=S(=O)(c1ccc(F)cc1)n1ccc(-c2cnc(-c3ccccc3)s2)n1,-2,-11,-1.3,-6,18,6,6,.,-5,.,-8
O=C(Cc1ccc(Cl)cc1)Nc1nc2ccccc2[nH]1,-3,4,-1.0,.,-7,-11,.,100,-10,14,2
CCC1CCCCN1CCCNC(=O)c1cc2c(=O)oc3ccc(C)cc3c2s1 (centres undefined),.,-48,-6.1,62,-2,0,-62,118,1,-24,3
COc1cc(/C=C/C(=O)c2ccc3c(c2)OCCO3)cc(OC)c1OC,.,-3,2.6,72*,-1,7,-72,96,-12,.,-7
# (list continues)
SMILES,NSD2 HMT inh,dFosB activator,CDK5 p35 inh,SR-BI DiI inh,Arr AP2 block,PKA-R2B act,SR-BI DiI-HDL act,Pemphigus Ab inh,Mot1-301 SUMO,MITF act,PKA-R1A activ
O=c1c(C(c2ccc(F)cc2)c2c(O)nc3n(c2=O)CCCS3)c(O)nc2n1CCCS2,3,-1,-0.1,-22,10,-9,22,108,-10,3,-14
CC1(C)CC(=O)C2=C(C1)C(c1cn(-c3ccccc3)nc1-c1ccccc1)C(C#N)=C(N)O2 (centres undefined),-3,-11,-0.5,25,-24,-7,-25,99,-13,17,4
COCCNC(=O)c1sc2ncn(CC(=O)N3CCCCC3)c(=O)c2c1C,-2,0,-0.1,-45,1,-2,45,114,-9,6,-12
CCCc1cc(=O)oc2cc(OCC(=O)NC3CCN(Cc4ccccc4)CC3)ccc12,-1,-12,0.4,39,2,0,-39,82,-15,-4,-4
CC(=O)N1CCN(CC(O)COc2ccc(Br)cc2)CC1 (centres undefined),-1,1,-1.3,-9,-7,0,9,130,-17,.,-8
Cc1noc(C(=O)Nc2ccccc2C(F)(F)F)c1Cl,-1,6,-5.0,15,9,1,-15,104,-15,-1,1
O=C(NCc1cccs1)c1nc(-c2cccs2)no1,3,-2,-1.6,-36,10,-11,36,91,19,29,-13
CO/N=C/C(=N\Nc1ccc(OC)cc1)C(=O)c1ccc(OC)cc1,-5,-4,-0.5,?,8,3,-70,95,-6,-2,-9
Cc1ccnc(NC(=O)c2cccc(NC(=O)c3ccc(Cl)c(Cl)c3)c2)c1,-7,48*,-0.3,?,2,1,-74,103,.,4,9
Cc1cccc(N(C(=O)c2csnn2)C(C(=O)NCc2ccccc2)c2ccncc2)c1 (centres undefined),.,-7,12,-6,15,10,6,.,-27,2,-7
O=C(c1cc(-c2ccc(Cl)s2)nc2ccccc12)N1CCOCC1,-4,-7,-2.1,20,10,-22,-20,.,42,-4,-13
COc1ccc(S(=O)(=O)N2CCOCC2)cc1NC(=O)CSc1nnc2n1CCCCC2,0,-7,0.5,-5,-6,-3,5,96,-3,-1,4
O=P(O)(CCc1ccccc1)CN1CCCCC1,-2,-16,-0.2,-1,6,-12,1,109,-5,-4,-9
Cc1ccc(NS(=O)(=O)c2cccc(C(=O)NC3CC3)c2)c(C)c1,-1,0,-3.2,4,7,6,-4,.,-12,1,2
COc1cccc(C(=O)N/N=C(\CC(C)C)c2ccccc2)c1,0,-8,0.2,1,-10,3,-1,101,.,11,2
O=C(CCC(=O)OCc1cccc([N+](=O)[O-])c1)Nc1ccccc1Cl,-4,0,1.7,-25,5,5,25,129,26,20,-5
